AmpC no deterg: AmpC beta-lactamase inhibition without detergent; Potency, µM (doses to about 57.1 µM), for the others: top-dose activity change, negative = inhibition, usual class: inhibitors; AID 485341; 0.52% of 330,000 active; AmpC nitrocefin hydrolysis, absorbance 480 nm, 0.0001% Triton;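 further: potency means the concentration at half of the fitted maximal effect; plate controls were no compound for no effect and no enzyme for full effect; nearly all actives have a fitted effect of over 20% in size; some results filed as inactive show a strong effect at the top dose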
Target sequence (P00811 whole entry, looked up): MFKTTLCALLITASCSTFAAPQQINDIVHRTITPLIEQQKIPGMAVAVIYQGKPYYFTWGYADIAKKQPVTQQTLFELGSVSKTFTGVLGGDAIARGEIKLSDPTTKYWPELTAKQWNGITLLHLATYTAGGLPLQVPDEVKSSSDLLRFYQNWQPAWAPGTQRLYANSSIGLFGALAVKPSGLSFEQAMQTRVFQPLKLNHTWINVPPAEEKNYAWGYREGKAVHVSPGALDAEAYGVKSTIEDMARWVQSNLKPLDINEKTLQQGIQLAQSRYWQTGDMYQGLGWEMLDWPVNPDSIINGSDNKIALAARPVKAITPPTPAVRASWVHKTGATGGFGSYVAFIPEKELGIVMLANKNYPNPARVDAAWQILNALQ
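20 mM phosphate pH 7.0 + 0.01% (detergent screen) or 0.0001% Triton X-100; 5.3 nM AmpC reagent; cpd preinc 15 min RT; nitrocefin (800 uM stock) to start; A480 q20 s × 4 min; Activity was normalised to no-enzyme and no-compound control wells.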
FBPA Giardia inh: inhibitors of Giardia lamblia fructose-1,6-bisphosphate aldolase; A8B2U2; purified Giardia FBPA; Potency, µM (highest dose often 59.6 µM), for the others: at the top dose activity, negative = inhibition, usual class: inhibitors; 0.71% of 290,000 active; AID 2451; further: potency means the concentration at half of the fitted maximal effect; nearly all actives have a fitted effect of over 55% in size
Target sequence (A8B2U2 whole entry, looked up): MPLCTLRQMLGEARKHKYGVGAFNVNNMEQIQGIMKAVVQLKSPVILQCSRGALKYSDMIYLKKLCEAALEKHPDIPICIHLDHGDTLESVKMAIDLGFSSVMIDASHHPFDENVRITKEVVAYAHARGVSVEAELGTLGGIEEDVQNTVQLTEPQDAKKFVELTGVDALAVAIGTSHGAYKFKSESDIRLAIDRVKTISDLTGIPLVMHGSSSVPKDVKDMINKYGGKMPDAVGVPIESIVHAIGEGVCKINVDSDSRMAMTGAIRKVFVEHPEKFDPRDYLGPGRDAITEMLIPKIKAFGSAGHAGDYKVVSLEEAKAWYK
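Giardia FBPA (40 nM reagent) was preincubated 10 min at RT with compound (up to 57.5 uM final), then substrate plus GAPDH/TPI/NAD/arsenate coupling system with diaphorase/resazurin was added; resorufin fluorescence (525/598 nm) was read after 20 min.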
AmpC inh detg: blocks E. coli AmpC beta-lactamase in detergent assay; 0.041% of 370,000 active; AID 485294; AmpC hydrolysis of nitrocefin, absorbance 480 nm, 0.01% Triton; Potency, µM (highest dose often 114 µM), inactives show at the highest dose activity change, negative = inhibition, usual class: inhibitors;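 further: potency means the concentration at half of the fitted maximal effect; 0% = no-compound wells and -100% = no-enzyme wells; nearly all actives have a fitted effect of over 25% in size; some results filed as inactive show a strong effect at the top dose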
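20 mM phosphate pH 7.0 + 0.01% (detergent screen) or 0.0001% Triton X-100; 5.3 nM AmpC reagent; cpd preinc 15 min RT; nitrocefin (800 uM stock) to start; A480 q20 s × 4 min; Activity was normalised to no-enzyme and no-compound control wells.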
AMA1 RON2 block: disrupts binding of P. falciparum AMA1 to RON2; AlphaScreen AMA1-biotinylated RON2 peptide binding; Potency, µM (highest dose often 58.2 µM), for the others: top-dose activity change, negative = inhibition, hits mostly inhibitors; 0.2% of 360,000 active;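 further: potency means the concentration at half of the fitted maximal effect; 0% = vehicle wells and -100% = peptide control; nearly all actives have a fitted effect of over 45% in size; some results filed as inactive show a strong effect at the top dose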
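AMA1 (3D7) with his tag at 25 nM final met compounds first, then biotinylated RON2 peptide at 25 nM; detection used donor plus acceptor beads, 10 µg/mL apiece, read by AlphaScreen after 30 min at room temperature.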
Sm TGR inh: S. mansoni TGR enzyme inhibition; purified TGR, DTNB reduction, TNB absorbance 405 nm; Potency, µM (titrated, usually from 114 µM), for inactives: at the top dose activity change, negative = inhibition, usual class: inhibitors; 3% of 360,000 active; AID 485364; further: potency means the concentration at half of the fitted maximal effect; nearly all actives have a fitted effect of over 60% in size
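Kinetic colorimetric format: TGR-catalysed, NADPH-driven DTNB reduction monitored via TNB absorbance. Enzyme dispensed at 20 nM; compound exposure 15 min at room temperature before reaction start.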
HCMV inh: blocks human cytomegalovirus replication | HFF cells, HCMV-luciferase reporter, 72 h; hits give low values | activity change, negative = inhibition, % at 57.5 µM | 4.5% of 410,000 active; in the data active means activity change below about -60%; inconclusive means no clear call, values can overlap the other calls; inactive means above about -39%
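Screen run at 2 compound doses on HFFs infected with reporter HCMV, MOI 1 PFU/cell. Luciferase activity from cell lysates at 72 h post infection gave inhibition relative to buffer-only and Salinomycin wells.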
* marks the source's active call; other numbers are inactive results; & = joins results of further samples; [ ] = remark or other dose. Unless noted, the call rests on the fitted dose curve; in most records, active means well fitted curve in the direction sought with a large enough effect; inconclusive means small, poorly fitted or top-dose-only effect, or another doubt; inactive means no such curve, though single readings can be large; an effect the other way counts as inactive or inconclusive. Unless noted, on the % scale 0 is the no-effect control and ±100 the full control effect.

For CCOC(=O)c1cc2c(ccn2C)n1CC(=O)N1CCN(c2ccccc2)CC1 the results were AmpC no deterg 61%[activator], FBPA Giardia inh -25%, AmpC inh detg 32µM*, AMA1 RON2 block -26%, Sm TGR inh -3% and HCMV inh -1.
CCC(C(=O)NC1CCCCC1)n1c(SCc2ccccc2F)nc2ccncc21 (centres undefined) was read as AmpC no deterg 13%, FBPA Giardia inh 0%, AmpC inh detg 14%, AMA1 RON2 block -4%, Sm TGR inh 3%&-11% and HCMV inh -10&48.
For COc1ccc(NC(=O)CNC(=O)Cn2cnc3sc4c(c3c2=O)CCCC4)cc1OC the results were AmpC no deterg 1%, FBPA Giardia inh 8%, AmpC inh detg 5%, AMA1 RON2 block -11%, Sm TGR inh -5% and HCMV inh -23.
Screening O=C(CN1C(=O)COc2ccccc21)NCCC1=CCCCC1 returned AmpC no deterg 0%, FBPA Giardia inh 0%, AmpC inh detg 3%, AMA1 RON2 block 0%, Sm TGR inh -4% and HCMV inh inconclusive.
For O=c1[nH]c2c(Br)cnc([N+](=O)[O-])c2[nH]1 the results were AmpC no deterg -7%, FBPA Giardia inh -18%, AmpC inh detg 1%, AMA1 RON2 block 7%, Sm TGR inh -3% and HCMV inh inconclusive.
Screening CCc1cc2c(N=Nc3c(O)[nH]c4ccccc34)ncnc2s1 returned AmpC no deterg -3%, FBPA Giardia inh 2%, AmpC inh detg -12%, AMA1 RON2 block 0%, Sm TGR inh -13% and HCMV inh 6.
`CN(C(=O)CSc1nnc(-c2ccncc2)n1Cc1ccccc1)C1CCS(=O)(=O)C1` (centres undefined) gave AmpC no deterg -12%[11.4 µM], FBPA Giardia inh 4%, AmpC inh detg -10% and Sm TGR inh -1%.
For COc1ccccc1NC(=S)NC(C)C(c1cccs1)N1CCOCC1 (centres undefined) the results were AmpC no deterg 0%, FBPA Giardia inh 0%, AmpC inh detg -2%, AMA1 RON2 block -1%, Sm TGR inh -18% and HCMV inh -12.
CCS(=O)(=O)CCSc1nc(C)cc(C)c1C#N was read as AmpC no deterg -11%, FBPA Giardia inh 0%, AmpC inh detg -5%, AMA1 RON2 block 1%, Sm TGR inh 6% and HCMV inh -27.
For COc1cc(OC)cc(-c2nc3ccccc3c(=O)n2NC(=O)c2cccnc2Cl)c1 the results were AmpC no deterg -21%, FBPA Giardia inh 1%, AmpC inh detg -8%, AMA1 RON2 block 4%, Sm TGR inh -19% and HCMV inh -24.
`Cc1ccc(NCc2cccn2-c2nnc(N3CCC(C(=O)NCCC(C)C)CC3)s2)cc1` gave AmpC inh detg 12%, Sm TGR inh 5% and HCMV inh -67*.
For COc1cc(/C=C(\C#N)c2nc3ccc(C)cc3[nH]2)c([N+](=O)[O-])cc1OC the results were AmpC no deterg 82%[activator], FBPA Giardia inh -9%, AmpC inh detg -10%, AMA1 RON2 block -9%, Sm TGR inh 13% and HCMV inh -27.
For CCCCNC(=O)CCc1c(C)nc2c(c(C)nn2-c2ccccc2)c1C the results were AmpC no deterg -11%, FBPA Giardia inh -1%, AmpC inh detg -1%&4%, AMA1 RON2 block 19%, Sm TGR inh 12%&-2% and HCMV inh -39&-7.
Screening CCC1CN(C(=O)NCc2cccc(OC)c2)c2ccccc2O1 (centres undefined) returned AmpC no deterg -3%, FBPA Giardia inh -3%, AmpC inh detg 1%&2%, AMA1 RON2 block 9%, Sm TGR inh 0%&-4% and HCMV inh -8&-23.
For N#Cc1cccc(S(=O)(=O)NCC(=O)NCCCc2ccccc2)c1 the results were AmpC no deterg -2%, FBPA Giardia inh 12%, AmpC inh detg inconclusive, AMA1 RON2 block 12%, Sm TGR inh -11% and HCMV inh -13.
Screening O=C(COC(=O)CCC(=O)c1cccs1)Nc1cc(S(=O)(=O)N2CCOCC2)ccc1Cl returned AmpC no deterg 34%, FBPA Giardia inh 2%, AmpC inh detg -1%, AMA1 RON2 block -1%, Sm TGR inh -26% and HCMV inh -24.
CCN(CC)CCn1c(NC(=O)c2ccccc2O)nc2ccccc21 was read as AmpC no deterg 227%[activator], FBPA Giardia inh 13%, AmpC inh detg inconclusive, AMA1 RON2 block 122%[activator], Sm TGR inh 45µM* and HCMV inh inconclusive.
Screening Cc1cccc(C(=O)NC2CCN(S(=O)(=O)c3ccccc3F)CC2)c1 returned AmpC no deterg -17%, FBPA Giardia inh 8%, AmpC inh detg 4%, AMA1 RON2 block -2%, Sm TGR inh 8% and HCMV inh -21.
`CCN(CC)C(=O)COc1coc(CN2CCN(c3ccccc3)CC2)cc1=O` gave AmpC no deterg 16%, AmpC inh detg -12%, AMA1 RON2 block 0%, Sm TGR inh -3% and HCMV inh -22.
Screening O=C(Cn1c(=O)c2ccccc2n(CC(=O)N2CCCCC2)c1=O)N1CCCCC1 returned AmpC no deterg 6%, FBPA Giardia inh 11%, AmpC inh detg -5%, AMA1 RON2 block -5%, Sm TGR inh 1% and HCMV inh -8.
For Cc1nn2c(c1-c1ccccc1)N=C(c1ccco1)CC2c1ccccc1 (centres undefined) the results were AmpC no deterg -22%, FBPA Giardia inh -14%, AmpC inh detg -5%, AMA1 RON2 block -22%, Sm TGR inh 10µM* and HCMV inh -9.
For CCCN1C(=O)/C(=C/c2c(NCCCOC(C)C)nc3c(C)cccn3c2=O)SC1=S the results were AmpC no deterg -16%, FBPA Giardia inh 1%, AmpC inh detg -4%, AMA1 RON2 block 1% and Sm TGR inh 12%.
For Cc1ccc(N(C)S(=O)(=O)c2nnc(NC(=O)CC(C)C)s2)cc1 the results were AmpC inh detg -2%, Sm TGR inh 10% and HCMV inh 55.
`CC(C)CNS(=O)(=O)c1ccc(CCC(=O)N2CCN(c3ccc(F)cc3)CC2)cc1` gave AmpC no deterg 68%[activator], FBPA Giardia inh 5%, AmpC inh detg -3%, AMA1 RON2 block -1% and HCMV inh -37.
Screening Cc1cc2ncn(S(=O)(=O)N(C)C)c2cc1C returned AmpC no deterg -9%, FBPA Giardia inh -10%, AmpC inh detg 3%, AMA1 RON2 block -8%, Sm TGR inh -1% and HCMV inh 22.
Screening CN(C)CCCN1C(=O)c2cccc3c(Br)ccc(c23)C1=O returned AmpC no deterg 33%, FBPA Giardia inh 0%, AmpC inh detg -3%, AMA1 RON2 block -15%, Sm TGR inh 8.9µM* and HCMV inh -23.
For O=C(CSc1ccccc1)NCCc1ccccc1 the results were AmpC no deterg -24%, FBPA Giardia inh 6%, AmpC inh detg -2%, AMA1 RON2 block -8%, Sm TGR inh 3% and HCMV inh 27.
`CCc1ccc(S(=O)(=O)NC(=S)NC2CCCCC2)cc1` gave AmpC no deterg -23%, FBPA Giardia inh 11%, AmpC inh detg 7%, AMA1 RON2 block 75%[activator], Sm TGR inh 13µM* and HCMV inh -13.
`C[N+]1(C)C2CCC1CC(OC(=O)c1ccco1)C2` (centres undefined) gave AmpC no deterg -4%, FBPA Giardia inh -1%, AmpC inh detg 1%, AMA1 RON2 block -7%, Sm TGR inh -9% and HCMV inh 0.
Screening COc1ccc(-n2c(=O)c3c4c(sc3n(CC(N)=O)c2=O)CCCCC4)cc1 returned AmpC no deterg 8%, FBPA Giardia inh 1%, AmpC inh detg 2%, AMA1 RON2 block -18%, Sm TGR inh -7% and HCMV inh 8.
`COCC(=O)N/N=C(\C)CC(=O)NCc1ccco1` gave AmpC no deterg -13%, FBPA Giardia inh 2%, AmpC inh detg 6%, AMA1 RON2 block 13%, Sm TGR inh 0% and HCMV inh -39.
Screening CN(C[C@H](Cc1ccccc1)N(C[C@H](Cc1ccccc1)N(CCC(C)(C)C)N=O)N=O)N=O returned AmpC no deterg 15%, FBPA Giardia inh -2%, AmpC inh detg 12%, AMA1 RON2 block 0%, Sm TGR inh -16% and HCMV inh 70.
O=S(=O)(c1cccc(Cl)c1)N1CCSc2ccccc21 was read as AmpC no deterg -21%, AmpC inh detg -3%, AMA1 RON2 block 7%, Sm TGR inh 1% and HCMV inh -14.
`CCc1ccc2nc(NC(=O)C3CCN(c4ncnc5sc(C)c(C)c45)CC3)sc2c1` gave AmpC no deterg -2%, AmpC inh detg 10%, AMA1 RON2 block -10%, Sm TGR inh 5% and HCMV inh 21.
CC(=O)CCC(=O)N1CCCC(CNC(=O)c2ccc(-c3ccccc3)cc2)C1 (centres undefined) was read as AmpC no deterg 164%[activator], FBPA Giardia inh -8%, AmpC inh detg -6%, AMA1 RON2 block -5%, Sm TGR inh 4% and HCMV inh -2.
`CC1CCc2ccccc2N1C(N)=Nc1ccccc1` (centres undefined) gave AmpC no deterg -20%, FBPA Giardia inh -7%, AmpC inh detg 2%, AMA1 RON2 block -12%, Sm TGR inh -6% and HCMV inh 3.
Screening CCOC(=O)N1CCN(Cc2nc(CC3CC3)no2)CC1 returned AmpC no deterg -22%, FBPA Giardia inh 2%, AmpC inh detg 3%, AMA1 RON2 block -4%, Sm TGR inh 6% and HCMV inh -18.
Screening Cc1csc(N(C(=O)c2cccc(S(=O)(=O)N3CCCC3)c2)c2ccccc2)n1 returned AmpC no deterg 49%, FBPA Giardia inh -7%, AmpC inh detg -7%, AMA1 RON2 block -10%, Sm TGR inh -2% and HCMV inh -16.

Gathered by group: the compounds so far containing an aryl methoxy group
For COc1ccc(NC(=O)CNC(=O)Cn2cnc3sc4c(c3c2=O)CCCC4)cc1OC the results were AmpC no deterg 1%, FBPA Giardia inh 8%, AmpC inh detg 5%, AMA1 RON2 block -11%, Sm TGR inh -5% and HCMV inh -23.
For COc1ccccc1NC(=S)NC(C)C(c1cccs1)N1CCOCC1 (centres undefined) the results were AmpC no deterg 0%, FBPA Giardia inh 0%, AmpC inh detg -2%, AMA1 RON2 block -1%, Sm TGR inh -18% and HCMV inh -12.
For COc1cc(OC)cc(-c2nc3ccccc3c(=O)n2NC(=O)c2cccnc2Cl)c1 the results were AmpC no deterg -21%, FBPA Giardia inh 1%, AmpC inh detg -8%, AMA1 RON2 block 4%, Sm TGR inh -19% and HCMV inh -24.
For COc1cc(/C=C(\C#N)c2nc3ccc(C)cc3[nH]2)c([N+](=O)[O-])cc1OC the results were AmpC no deterg 82%[activator], FBPA Giardia inh -9%, AmpC inh detg -10%, AMA1 RON2 block -9%, Sm TGR inh 13% and HCMV inh -27.
Screening CCC1CN(C(=O)NCc2cccc(OC)c2)c2ccccc2O1 (centres undefined) returned AmpC no deterg -3%, FBPA Giardia inh -3%, AmpC inh detg 1%&2%, AMA1 RON2 block 9%, Sm TGR inh 0%&-4% and HCMV inh -8&-23.
Screening COc1ccc(-n2c(=O)c3c4c(sc3n(CC(N)=O)c2=O)CCCCC4)cc1 returned AmpC no deterg 8%, FBPA Giardia inh 1%, AmpC inh detg 2%, AMA1 RON2 block -18%, Sm TGR inh -7% and HCMV inh 8.

Bioassay records: PubChem BioAssay, National Center for Advancing Translational Sciences (NCATS)
